Screening results from PubChem BioAssay.
HTR2A ag – mouse HTR2A agonism via beta-arrestin recruitment; 360,000 tested, 0.66% active; activation, % at 7.6 µM; CHO-K1 mHTR2A beta-arrestin complementation, luminescence; percent of 30 µM serotonin response; P35363;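 active = activation above a run cutoff, the mean activation of all tested compounds plus 3 SD, cut at about 14% in these data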;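 note: 0% = plate median of compound wells and 100% = 30 µM serotonin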
Target sequence (P35363 whole entry, looked up): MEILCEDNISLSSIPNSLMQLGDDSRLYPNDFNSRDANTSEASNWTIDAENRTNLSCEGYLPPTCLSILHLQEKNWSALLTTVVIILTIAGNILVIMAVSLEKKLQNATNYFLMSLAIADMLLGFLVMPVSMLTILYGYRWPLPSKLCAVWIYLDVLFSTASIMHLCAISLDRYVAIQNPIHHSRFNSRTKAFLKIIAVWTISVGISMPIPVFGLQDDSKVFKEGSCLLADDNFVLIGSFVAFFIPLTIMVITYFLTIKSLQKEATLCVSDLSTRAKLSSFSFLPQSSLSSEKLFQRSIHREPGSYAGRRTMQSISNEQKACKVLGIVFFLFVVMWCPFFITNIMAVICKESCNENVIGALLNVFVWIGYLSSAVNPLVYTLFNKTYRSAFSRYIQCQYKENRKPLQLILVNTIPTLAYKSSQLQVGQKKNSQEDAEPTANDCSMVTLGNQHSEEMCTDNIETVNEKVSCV
Glyco luc inh – blocks N-linked glycosylation in D54 reporter cells. 360,000 tested, 0.23% active. D54 ERlucT glycosylation luciferase reporter, 24 h; percent of 100 nM tunicamycin response. reporter increase, % at 12.5 µM;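 active = mean luciferase reporter signal, scaled so untreated is 0 and the glycosylation-blocking control 100, at or above a set limit in every replicate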;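 note: luciferase carries N-glycosylation sites so blocking glycosylation raises the light; 0% = median of neutral control wells and 100% = median of 100 nM tunicamycin wells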
ABHD5-PLIN5 inh – blocks binding of human ABHD5 to perilipin-5; AID 602281; 360,000 tested, 0.78% active; Split G. princeps luciferase complementation, luminescence, 4 h; inhibition, % at 4 µM;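 active = inhibition above the mean inhibition across every tested compound plus 3 SD, cut at about 22% in these data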;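 note: 0% = DMSO only wells and the 100% control is not disclosed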
ABCB6 inh 2 – inhibitors of human ABC transporter ABCB6; Q9NP58; K562-ABCB6 porphyrin accumulation, flow cytometry, 1 h; hits give low values; fluorescence ratio to DMSO, % at 10 µM; 360,000 tested, 0.19% active;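 active = fluorescence ratio to DMSO below 75%, the collection mean minus 3 SD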;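 note: signal is porphyrin accumulated inside mitochondria; 100% equals median channel fluorescence of DMSO control wells; lower ratio means ABCB6 inhibition with less porphyrin fluorescence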
MC4R ag barr – activates human MC4R beta-arrestin recruitment; AID 540308; activation, % at 8.9 µM; U2OS MC4R beta-arrestin complementation, luminescence; percent of melanotan II response, DMSO zero; P32245; 360,000 tested, 0.98% active;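 active = activation above a per-plate cutoff, the mean activation of sample wells on that plate plus 3 SD, cut at about 8% in these data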
Target sequence (P32245 whole entry, looked up): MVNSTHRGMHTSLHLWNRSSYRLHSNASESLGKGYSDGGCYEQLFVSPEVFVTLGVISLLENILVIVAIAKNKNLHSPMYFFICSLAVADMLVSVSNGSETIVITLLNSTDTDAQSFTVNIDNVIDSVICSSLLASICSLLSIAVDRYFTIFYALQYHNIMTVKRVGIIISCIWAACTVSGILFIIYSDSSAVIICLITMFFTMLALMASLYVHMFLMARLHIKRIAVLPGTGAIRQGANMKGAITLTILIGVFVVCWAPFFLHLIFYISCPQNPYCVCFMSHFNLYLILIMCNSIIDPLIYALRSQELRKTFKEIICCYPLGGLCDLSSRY
Granule exo inh – lytic granule exocytosis inhibition; TALL-104 LAMP-1 surface exposure, flow cytometry; cells stimulated with thapsigargin and PMA; AID 651702; 360,000 tested, 0.66% active; inhibition, % at 10 µM;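 active = inhibition above about 55%, limit read from the data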
MC4R antag cAMP – human MC4R antagonism in cAMP assay. P32245. MC4R-expressing cells, MTII-stimulated cAMP, LANCE TR-FRET. inhibition, % at 6.5 µM. 360,000 tested, 0.48% active. AID 540295;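 active = inhibition above its plate's cutoff, the mean of tested wells on that plate plus 3 SD, cut at about 29% in these data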;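 note: 0% = Melanotan II alone and 100% = Melanotan II plus saturating MCL0020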
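system = U2OS cells with stable human MC4R expression | also added = Melanotan II challenge after compound preincubation | dosing = one concentration, 6.5 µM nominal | incubation = compound 30 min, challenge 1 h, detection 1 h | measured by = TR-FRET with Eu-cAMP and labeled anti-cAMP, 671 nm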
iPSC survival up – hiPSC single-cell survival enhancement; ATPlite luminescence; 100% = ROCK inhibitor wells, 0% = DMSO; survival enhancement, % at 20 µM; 360,000 tested, 0.044% active; AID 602274; in the data active = survival enhancement above about 18%;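 note: cells exposed to compounds for 16 hours before the ATP read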
Cardio protect – modulators protecting cardiomyocytes from myocardial damage. protection from H2O2 cell death, % at 20 µM. 360,000 tested, 0.63% active. H9c2 cardiomyocytes, H2O2 injury protection, ATPLite, 2 h;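 active = compounds giving at least 50% protection of heart cells from peroxide-induced death in the single-dose screen, raw or plate-pattern-corrected value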;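 note: 0% = DMSO wells with peroxide and 100% = DMSO wells without peroxide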
aDG glyco up – alpha-DG glycosylation activation | activation, % at 10 µM | Pro5-aDG cells, alpha-DG glycosylation AlphaScreen (IIH6); 0% Pro5, 100% B10-LARGE cell signal | 360,000 tested, 0.22% active;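 active = activation of at least 8% versus controls, or a plate z-score of at least 8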;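 note: Pro5 are CHO cells carrying HIG-tagged alpha-DG that lacks glycosylation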
An asterisk follows results filed as active.

Results for Cc1ccc(-c2noc(CSc3nnc(Cc4ccccc4)n3-c3ccc(Cl)cc3)n2)cc1 ?
HTR2A ag: -7; Glyco luc inh: -2; ABHD5-PLIN5 inh: -9; ABCB6 inh 2: 102; MC4R ag barr: 3.4; Granule exo inh: 20; MC4R antag cAMP: 2; iPSC survival up: -1.5; Cardio protect: -21; aDG glyco up: 0.0

Results for Cc1ccc2nc(-c3cccc(-c4cccc(Cl)c4)c3)c(NCc3ccccc3)n2c1 ?
HTR2A ag: -6; Glyco luc inh: -12; ABHD5-PLIN5 inh: -15; ABCB6 inh 2: 90; MC4R ag barr: -0.5; Granule exo inh: 0; MC4R antag cAMP: 22; iPSC survival up: 0.4; Cardio protect: -14; aDG glyco up: 3.1

Results for COc1ccccc1C(=O)NCCC(=O)Nc1ccc(S(=O)(=O)N2CC(C)CC(C)C2)cc1 (stereo not drawn) ?
HTR2A ag: 1; Glyco luc inh: 0; ABHD5-PLIN5 inh: -15; ABCB6 inh 2: 96; MC4R ag barr: 1.0; Granule exo inh: 15; MC4R antag cAMP: 8; iPSC survival up: 4.6; Cardio protect: -7; aDG glyco up: -0.2

How did CCNC(=O)CN(c1ccccc1)S(=O)(=O)c1ccc(Cl)cc1 do in these assays?
HTR2A ag: -1; Glyco luc inh: 1; ABHD5-PLIN5 inh: 2; ABCB6 inh 2: 98; MC4R ag barr: -0.3; Granule exo inh: -2; MC4R antag cAMP: 1; iPSC survival up: 1.3; Cardio protect: 3; aDG glyco up: 0.1

What do the screens show for `CCOc1cc(/C=C(\C#N)C(N)=O)ccc1OCc1c(C)no[n+]1[O-]`?
HTR2A ag: 9; Glyco luc inh: 2; ABHD5-PLIN5 inh: 6; ABCB6 inh 2: 98; MC4R ag barr: -2.8; Granule exo inh: -4; MC4R antag cAMP: 12; iPSC survival up: -0.2; Cardio protect: 18; aDG glyco up: 0.4

What do the screens show for `Cc1nc2ccc(S(=O)(=O)N(C)CC(=O)N3CCc4ccccc43)cc2s1`?
HTR2A ag: 0; Glyco luc inh: 1; ABHD5-PLIN5 inh: 0; ABCB6 inh 2: 104; MC4R ag barr: 0.0; Granule exo inh: 7; MC4R antag cAMP: -5; iPSC survival up: -3.0; Cardio protect: -14; aDG glyco up: 0.1

Results for O=c1ccc(-c2n[nH]c(=S)n2-c2ccc(F)c(Cl)c2)n[nH]1 ?
HTR2A ag: -3; Glyco luc inh: 0; ABHD5-PLIN5 inh: 0; ABCB6 inh 2: 105; MC4R ag barr: -2.2; Granule exo inh: -2; MC4R antag cAMP: 1; iPSC survival up: -2.5; Cardio protect: 2; aDG glyco up: -0.1

What do the screens show for `Cc1c(C(=O)NCc2ccccc2CN2CCCC2)oc2c(F)cccc12`?
HTR2A ag: -7; Glyco luc inh: -5; ABHD5-PLIN5 inh: 2; ABCB6 inh 2: 97; MC4R ag barr: 0.6; Granule exo inh: 4; MC4R antag cAMP: 4; iPSC survival up: -0.4; Cardio protect: -7; aDG glyco up: -0.2

How did COc1ccc(-n2nc(C(=O)NCC(=O)NCCCN3CCOCC3)c3ccccc3c2=O)cc1OC do in these assays?
HTR2A ag: -3; Glyco luc inh: 3; ABHD5-PLIN5 inh: -4; ABCB6 inh 2: 99; MC4R ag barr: -0.5; Granule exo inh: -4; MC4R antag cAMP: 9; iPSC survival up: -0.4; Cardio protect: 2; aDG glyco up: -0.1

How did CC(=O)Nc1ccc(CN(C)c2c(C)nc3ccc(C(=O)NCCCn4ccnc4)cn23)cc1 do in these assays?
HTR2A ag: -2; Glyco luc inh: 3; ABHD5-PLIN5 inh: -2; ABCB6 inh 2: 91; MC4R ag barr: -1.7; Granule exo inh: 15; MC4R antag cAMP: 9; iPSC survival up: 3.0; Cardio protect: 6; aDG glyco up: 0.3

What do the screens show for `CC(C)[C@H](NC(=O)OC(C)(C)C)c1nnc(SCC(=O)Nc2ccc(Br)cc2)o1`?
HTR2A ag: 7; Glyco luc inh: -1; ABHD5-PLIN5 inh: 0; ABCB6 inh 2: 88; MC4R ag barr: 2.0; Granule exo inh: 0; MC4R antag cAMP: 0; iPSC survival up: 1.6; Cardio protect: -10; aDG glyco up: 0.0

Results for CC(=O)c1cccc(NC(=O)c2ccc(OCc3c(C)noc3C)cc2)c1 ?
HTR2A ag: -2; Glyco luc inh: 4; ABHD5-PLIN5 inh: -1; ABCB6 inh 2: 111; MC4R ag barr: 1.4; Granule exo inh: 0; MC4R antag cAMP: 18; iPSC survival up: -0.1; Cardio protect: 2; aDG glyco up: 0.1

Results for CN(Cc1ccccc1F)C(=O)c1cccc(NC(=O)CC2SC(N3CCCCC3)=NC2=O)c1 (stereo not drawn) ?
HTR2A ag: -1; Glyco luc inh: -1; ABHD5-PLIN5 inh: 0; ABCB6 inh 2: 95; MC4R ag barr: -1.0; Granule exo inh: -1; MC4R antag cAMP: -1; iPSC survival up: -0.4; Cardio protect: -6; aDG glyco up: -0.1

What do the screens show for `CCCCc1ccc(N=N/C(C(=O)Nc2ccccc2OC)=C(/C)O)cc1`?
HTR2A ag: 2; Glyco luc inh: -2; ABHD5-PLIN5 inh: 4; ABCB6 inh 2: 95; MC4R ag barr: -0.7; Granule exo inh: 1; MC4R antag cAMP: -12; iPSC survival up: -1.5; Cardio protect: -5; aDG glyco up: -0.7

What do the screens show for `CN(C(=O)c1ccc(N2CCCCC2)c([N+](=O)[O-])c1)C1CCS(=O)(=O)C1` (stereo not drawn)?
HTR2A ag: 1; Glyco luc inh: 0; ABHD5-PLIN5 inh: 5; ABCB6 inh 2: 95; MC4R ag barr: -1.8; Granule exo inh: 4; MC4R antag cAMP: -1; iPSC survival up: 4.7; Cardio protect: -2; aDG glyco up: -0.1

How did COc1cc(NC(=S)NC(=O)c2cc(C)cc(C)c2)ccc1NC(=O)c1cccs1 do in these assays?
HTR2A ag: 0; Glyco luc inh: 3; ABHD5-PLIN5 inh: 2; ABCB6 inh 2: 96; MC4R ag barr: 4.3; Granule exo inh: -2; MC4R antag cAMP: 1; iPSC survival up: 0.4; Cardio protect: -9; aDG glyco up: 0.4

Results for CCOC(=O)C1=C(C)OC(=Cc2ccccc2)C1=O ?
HTR2A ag: 0; Glyco luc inh: 0; ABHD5-PLIN5 inh: 0; ABCB6 inh 2: 105; MC4R ag barr: -2.9; Granule exo inh: -4; MC4R antag cAMP: 0; iPSC survival up: 2.6; Cardio protect: -4; aDG glyco up: 0.0

Results for COc1ccc(C)cc1NC(=O)NC1CCCCCCC1 ?
HTR2A ag: -7; Glyco luc inh: 1; ABHD5-PLIN5 inh: -5; ABCB6 inh 2: 94; MC4R ag barr: 0.1; Granule exo inh: 1; MC4R antag cAMP: 9; iPSC survival up: -0.5; Cardio protect: -8; aDG glyco up: 0.2

How did O=C(NCc1ccccc1)C(c1ccc(O)cc1)N(C(=O)Cn1nnc(-c2cccs2)n1)c1ccc2c(c1)OCCO2 (stereo not drawn) do in these assays?
HTR2A ag: 6; Glyco luc inh: -4; ABHD5-PLIN5 inh: 5; ABCB6 inh 2: 98; MC4R ag barr: -0.3; Granule exo inh: 0; MC4R antag cAMP: 8; iPSC survival up: -0.3; Cardio protect: 3; aDG glyco up: 0.0

Results for Cc1ccc(SCc2cc(=O)n3[nH]c(C)nc3n2)cc1 ?
HTR2A ag: -7; Glyco luc inh: 13; ABHD5-PLIN5 inh: 3; ABCB6 inh 2: 100; MC4R ag barr: -1.6; Granule exo inh: 3; MC4R antag cAMP: 11; iPSC survival up: 3.8; Cardio protect: 4; aDG glyco up: -0.1

What do the screens show for `N/C(CS(=O)(=O)c1ccc(F)cc1)=N\O`?
HTR2A ag: 1; Glyco luc inh: 1; ABHD5-PLIN5 inh: -3; ABCB6 inh 2: 95; MC4R ag barr: -0.4; Granule exo inh: -3; MC4R antag cAMP: 6; iPSC survival up: -0.3; Cardio protect: 5; aDG glyco up: -0.1

What do the screens show for `Cc1ccccc1N1CCN(S(=O)(=O)c2nnc(NC(=O)c3ccco3)s2)CC1`?
HTR2A ag: 11; Glyco luc inh: 2; ABHD5-PLIN5 inh: 6; ABCB6 inh 2: 97; MC4R ag barr: 0.9; Granule exo inh: 1; MC4R antag cAMP: 2; iPSC survival up: -0.4; Cardio protect: -6; aDG glyco up: -0.3

What do the screens show for `CCN(CC)S(=O)(=O)c1ccc(O)c(C(=O)OCC(=O)N(C)Cc2ccccc2)c1`?
HTR2A ag: -2; Glyco luc inh: 10; ABHD5-PLIN5 inh: -5; ABCB6 inh 2: 93; MC4R ag barr: -0.4; Granule exo inh: -2; MC4R antag cAMP: -4; iPSC survival up: 2.9; Cardio protect: -4; aDG glyco up: -0.3

How did Cc1ccc(OCCN2CCN(C(=O)CCC(=O)Nc3nnc(C)s3)CC2)cc1 do in these assays?
HTR2A ag: -3; Glyco luc inh: 2; ABHD5-PLIN5 inh: 1; ABCB6 inh 2: 91; MC4R ag barr: 2.2; Granule exo inh: 1; MC4R antag cAMP: 21; iPSC survival up: -0.3; Cardio protect: 15; aDG glyco up: -0.3

How did COc1ccc(CSc2cccc3cccnc23)cc1[N+](=O)[O-] do in these assays?
HTR2A ag: -2; Glyco luc inh: -1; ABHD5-PLIN5 inh: -8; ABCB6 inh 2: 95; MC4R ag barr: -1.9; Granule exo inh: 4; MC4R antag cAMP: -9; iPSC survival up: -1.2; Cardio protect: 2; aDG glyco up: -0.1

What do the screens show for `O=C(c1ccco1)[C@@H]1[C@@H]2C(=O)N(c3ccc(Br)cc3)C(=O)[C@@H]2C2c3ccccc3C=CN21` (stereo partly drawn)?
HTR2A ag: -4; Glyco luc inh: -2; ABHD5-PLIN5 inh: 4; ABCB6 inh 2: 96; MC4R ag barr: -1.5; Granule exo inh: -1; MC4R antag cAMP: 11; iPSC survival up: 5.7; Cardio protect: 1; aDG glyco up: -0.2

What do the screens show for `O=C(COC(=O)c1cccnc1Cl)NCCc1ccc(F)cc1`?
HTR2A ag: -2; Glyco luc inh: -1; ABHD5-PLIN5 inh: -3; ABCB6 inh 2: 104; MC4R ag barr: -0.5; Granule exo inh: 0; MC4R antag cAMP: 4; iPSC survival up: 0.7; Cardio protect: -1; aDG glyco up: 0.4

Fetched by structure from the list above (two):
What do the screens show for `CN(C(=O)c1ccc(N2CCCCC2)c([N+](=O)[O-])c1)C1CCS(=O)(=O)C1` (stereo not drawn)?
HTR2A ag: 1; Glyco luc inh: 0; ABHD5-PLIN5 inh: 5; ABCB6 inh 2: 95; MC4R ag barr: -1.8; Granule exo inh: 4; MC4R antag cAMP: -1; iPSC survival up: 4.7; Cardio protect: -2; aDG glyco up: -0.1

What do the screens show for `CC(C)[C@H](NC(=O)OC(C)(C)C)c1nnc(SCC(=O)Nc2ccc(Br)cc2)o1`?
HTR2A ag: 7; Glyco luc inh: -1; ABHD5-PLIN5 inh: 0; ABCB6 inh 2: 88; MC4R ag barr: 2.0; Granule exo inh: 0; MC4R antag cAMP: 0; iPSC survival up: 1.6; Cardio protect: -10; aDG glyco up: 0.0
